FEN1 inhibitor: blocks human flap endonuclease 1; P39748; Recombinant FEN1 flap cleavage, fluorescence, 15 min; Potency, µM (top dose mostly 114 µM), for inactives: at the top dose activity change, negative = inhibition, actives largely listed as inhibitors; hit rate 0.35% among 390,000; active = well fitted inhibition curve with a large enough effect; inconclusive = small, poorly fitted or top-dose-only effect; inactive = no such curve, though single readings can be large or run the other way; note: nearly all actives have a fitted effect of over 65% in size
Target sequence (P39748 whole entry, looked up): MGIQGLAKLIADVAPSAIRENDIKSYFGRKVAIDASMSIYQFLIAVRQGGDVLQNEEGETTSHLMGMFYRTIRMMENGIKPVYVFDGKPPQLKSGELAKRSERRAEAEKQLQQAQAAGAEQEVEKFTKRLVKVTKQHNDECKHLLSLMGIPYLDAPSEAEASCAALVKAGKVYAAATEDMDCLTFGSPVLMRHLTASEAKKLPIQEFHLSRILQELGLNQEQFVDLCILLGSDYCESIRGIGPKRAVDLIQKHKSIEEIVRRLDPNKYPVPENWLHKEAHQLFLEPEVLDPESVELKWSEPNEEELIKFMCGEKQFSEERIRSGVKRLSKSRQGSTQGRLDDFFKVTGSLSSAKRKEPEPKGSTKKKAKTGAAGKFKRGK
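In this screen, 50 nM flap DNA substrate was added to 10 nM FEN1 pretreated with compound for 15 min at room temperature; cleavage was followed with reads at 0 and 15 min, and Hill fitting gave concentration–response parameters.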
* = called active by the depositor; ? = inconclusive; & = joins results of further samples. % is set by controls: 0 for no effect and ±100 for the full control effect; potency is the fitted concentration of half-maximal effect.

SMILES | FEN1 inhibitor
CC12CCC(=O)C=C1CCC1C2CCC2(C)C(c3csc(N)n3)CCC12 (stereo unspecified) | -4%
COc1ccc(C(=O)NCC(=O)OCC(=O)c2ccc3ccccc3c2)cc1 | 0%
COc1cccc(/C=N/Nc2ccc(S(=O)(=O)Nc3ccccc3C(=O)O)cc2[N+](=O)[O-])c1O | 79µM*
CC(=O)NC12CC3CC(C1)CC(C(=O)Nc1ccc(C)c(S(=O)(=O)N4CCCCCC4)c1)(C3)C2 | -7%
C=C(C(=O)O)c1ccc2ccccc2c1 | -18%
CC(Cc1ccccc1)=NNS(=O)(=O)c1ccc([N+](=O)[O-])cc1 | -4%
N#C/C(=C/C1=C(N2CCOCC2)C(=C/c2ccc(Cl)cc2)/CC1)C(=O)Nc1ccccc1F | 12%
O=C(C[n+]1cc(Br)cc(Br)c1)c1ccc2c(c1)CCCC2 | -8%
Cc1ccc(-n2c(=O)c3c4c(sc3n3c(C)nnc23)COC(C(C)C)C4)cc1 (stereo unspecified) | 6%
CC=Cc1cc2c(c(=O)o1)C(=O)C(O)C(C)O2 (stereo unspecified) | -6%
COc1ccc(-c2oc3ccc(N4CCOCC4)cc3c2C#CCO)cc1 | -32%
Cc1c([N+](=O)[O-])cnc(Sc2ccccc2)c1[N+](=O)[O-] | -2%
CCc1ccc(N2CC(C(=O)OCC(=O)N(CC)c3c(N)n(Cc4ccccc4)c(=O)[nH]c3=O)CC2=O)cc1 (stereo unspecified) | 5%
O=C1c2ccccc2C(=O)c2c1cccc2N1CCN(C/C=C/c2ccccc2)CC1 | 0%
COc1ccccc1N(C)C | -5%
Cc1[nH]c2ccccc2c1C(c1c[nH]c2ccccc12)c1c(C)[nH]c2ccccc12 | 1%
Cc1ccc(-n2nc(C(=O)N3CCN(C)CC3)c3c4ccccc4n(C)c3c2=O)cc1 | 5%
CN(CC(=O)Nc1cc(C(F)(F)F)ccc1-n1cncn1)Cc1nc2ccccc2c(=O)[nH]1 | -3%
CCOC(=O)Nc1ccc2c3c(cccc13)-c1ccccc1-2 | 0%
O=[N+]([O-])c1ccc(/C=C/c2ccnc3ccccc23)cc1 | ?
Cc1ccc(C=O)cc1Cl | -1%
CC(Oc1ccccc1)C(=O)N[C@@H]1C(=O)N2C(C(=O)OCC3CCCCC3)C(C)(C)S[C@H]12 (stereo partly specified) | -13%
O=C(NCc1cccc(Br)c1)C1CC(c2ccc(C(F)(F)F)cc2)=NO1 (stereo unspecified) | 0%
O=C(CN1C(=O)c2ccccc2S1(=O)=O)N1CCN(c2cccc(Cl)c2)CC1 | 15%

Some of these compounds in order of the FEN1 inhibitor value, low to high.
SMILES | FEN1 inhibitor
O=C(C[n+]1cc(Br)cc(Br)c1)c1ccc2c(c1)CCCC2 | -8%
CC=Cc1cc2c(c(=O)o1)C(=O)C(O)C(C)O2 (stereo unspecified) | -6%
COc1ccccc1N(C)C | -5%
CC12CCC(=O)C=C1CCC1C2CCC2(C)C(c3csc(N)n3)CCC12 (stereo unspecified) | -4%
O=C1c2ccccc2C(=O)c2c1cccc2N1CCN(C/C=C/c2ccccc2)CC1 | 0%

More results:
SMILES | FEN1 inhibitor
CC(=O)OCCCN(C)CC/C=C1/c2ccccc2CSc2ccccc21 | 1%
O=C(Nc1cccc(C(=O)N2CCCC2)c1)C1CCC1 | -14%
O=C(CCC(=O)Nc1cccnc1)Nc1cccnc1 | 0%
CCOc1cc(/C=C(\CC(=O)O)c2nc3ccccc3s2)ccc1OCC(=O)Nc1cccc(C(F)(F)F)c1 | 5%
CN(CCc1ccccc1)C(=O)c1cccc(NC(=O)Cc2cccc(NC(=O)C3CCCN(C(=O)c4ccccc4)C3)c2)c1 (stereo unspecified) | -5%
COc1cccc(N2[C@@H](CC(C)=O)c3cc(C(F)(F)F)ccc3S2(=O)=O)c1 | -18%&-21%
O=C(NN=Cc1ccccc1C(=O)O)C(=O)NN=Cc1ccccc1C(=O)O | 12%
COc1cccc(-n2cnc3sc(-c4ccccc4)cc3c2=O)c1 | -12%
CCC(C)C(=O)OC1CCC=C2C=CC(C)C(CCC3CC(O)CC(=O)O3)C21 (stereo unspecified) | 1%
Oc1ccc(Cc2ccccc2Cl)c(O)c1 | -11%
CCOC(=O)c1ccccc1NC(=O)c1c(N)n(C)c(=O)[nH]c1=O | -1%
O=C1C[C@H]2C=CCc3cccc(c32)CN1Cc1ccccc1 | -3%
CCOP1(=O)C=C(Sc2ccc([N+](=O)[O-])cc2[N+](=O)[O-])C(C)(C)O1 (stereo unspecified) | -10%
COC(=O)C[C@H]1c2ccccc2S(=O)(=O)N1c1ccc(N(C)C)cc1 | -1%
COc1cc2c(NC3CCN(C)CC3)nc(N3CCCN(C)CC3)nc2cc1OCCCCCC(N)=O | 0%
OCCNc1nnc(-c2ccccc2)c(-c2ccccc2)n1 | -3%
CCOC(=O)N1CCN(/[N+]([O-])=N/Oc2ccc(C(F)(F)F)cc2[N+](=O)[O-])CC1 | 4%
Clc1ccc2c(Cl)cc[n+](CCC3CCCCC3)c2c1 | -20%
CCC(C)[C@H]1CN=C(N)N1CC1CCCCC1 (stereo partly specified) | -10%
N#CC(=C(O)COC(=O)CCCNC(=O)c1ccc(Cl)cc1)c1nc2ccccc2[nH]1 | -14%
COc1cc(N(C)C)c(OC)cc1/C=C1\Cc2ccccc2C1=O | ?
C/C(=N\NC(=O)c1ccc2c(c1)OCO2)c1ccc(NS(C)(=O)=O)cc1 | -1%
Cn1c(=O)[nH]c(=O)c2c1nc(N1CCN(C(=O)c3ccco3)CC1)n2CCCSc1ncccn1 | -5%
COc1ccc(NC(=S)NCCCn2ccnc2)cc1 | 6%

4 of these compounds in a different format.
> Cc1[nH]c2ccccc2c1C(c1c[nH]c2ccccc12)c1c(C)[nH]c2ccccc12
  FEN1 inhibitor: 1%

> COc1cc2c(NC3CCN(C)CC3)nc(N3CCCN(C)CC3)nc2cc1OCCCCCC(N)=O
  FEN1 inhibitor: 0%

> COc1cccc(/C=N/Nc2ccc(S(=O)(=O)Nc3ccccc3C(=O)O)cc2[N+](=O)[O-])c1O
  FEN1 inhibitor: 79µM*

> COc1ccc(-c2oc3ccc(N4CCOCC4)cc3c2C#CCO)cc1
  FEN1 inhibitor: -32%

Following part
SMILES | FEN1 inhibitor
CC[C@]12C(=O)N(C)C[C@H]([C@@H]3C(=O)N(C)C(=O)[C@@H]31)N2C(=O)c1ccc(Br)cc1 | 8%
Cc1cc(C)n(-c2cc(N3CCN(C(=O)c4ccccc4C)CC3)ccc2[N+](=O)[O-])n1 | 3%
Cn1c(=O)c2c(nc3n2CC(O)CN3c2ccccc2)n(C)c1=O (stereo unspecified) | 1%
C=CCOC(=O)C1=C[C@@H](c2ccc(C(F)(F)F)cc2)C[C@@H](OCCCCO)O1 | -1%
C=CCNC(=O)c1ccc2c3n(nc2c1)-c1ccc(Cl)cc1CO3 | ?
CCOC(=O)C[C@H]1c2ccccc2S(=O)(=O)N1Cc1cc(OC)c(OC)c(OC)c1 | -10%&-8%
CCOc1cc(C2Nc3ccccc3C(=O)N2Cc2ccco2)ccc1O (stereo unspecified) | -5%
Cc1cc(=O)[nH]c2nc(N)ccc12 | -16%
COc1cc(Cl)c(CC(=O)NO)cc1OC | -3%
Cc1ccc(C(=O)N/N=C/c2cccc3ccccc23)cn1 | -2%
O=C1C(Br)=C(c2ccccc2)C(c2ccccc2)=C1c1ccccc1 | -5%
Cc1ccc(CNC(=O)C(=O)NCC2OCCN2S(=O)(=O)c2ccc(Cl)cc2)cc1 (stereo unspecified) | 6%
CCOC(=O)CCN(C(=S)Nc1ccccc1)C1CCCCC1 | -1%
NCCCN(Cc1ccc(Cl)cc1)c1ccc(Br)cn1 | 10%
O=C(COC(=O)c1n[nH]c(=O)c2ccccc12)Nc1cccc(S(=O)(=O)N2CCOCC2)c1 | 14%
COc1ccccc1-c1cccc([C@@H]2C[C@H]3[C@H](CON3C)CN2C(=O)CCc2ccccc2)c1 | -24%
Cc1cccc(-c2nnc(SC(C)C(=O)Nc3ccccc3)n2C)c1 (stereo unspecified) | -6%
C[C@H](CO)N1C[C@H](C)[C@@H](CN(C)C(=O)NC2CCCCC2)Oc2ccc(NC(=O)C3CC3)cc2C1=O | -3%
O=[N+]([O-])c1cc([N+](=O)[O-])c(Oc2cccc3ccccc23)cc1NN1CCCCC1 | 13%
O=C(NCc1ccc2c(c1)OCO2)C(=O)NCC1OCCN1S(=O)(=O)c1ccccc1 (stereo unspecified) | 1%
NC(=O)C1(Nc2ccc(-c3ccccc3)cc2)CCCC1 | 7%
COc1ccc(F)c(Cn2cnc3c(cnn3C(C)(C)C)c2=O)c1Cl | -10%
NC(=O)c1ccccc1N | 6%
Cc1cc(C)cc(SCc2noc(C(=O)NCCC(C)C)c2C(=O)NCCC(C)C)c1 | -9%
COc1cc2nc(N3CCCN(C)CC3)nc(NC3CCCCC3)c2cc1OC | ?
COc1ccccc1C(O)c1nccn1Cc1ccccc1 (stereo unspecified) | 11%
O=S(=O)(c1ccc(F)cc1)N1CCN(c2nc(-c3ccccc3)nc3ccccc23)CC1 | -11%
COC(=O)CCCCCN1C(=O)NC(C2CC2)C(C(=O)OCc2ccccc2)=C1C (stereo unspecified) | -5%
O=C(O)C(Cc1ccc(O)cc1)N1C(=O)c2c(Cl)c(Cl)c(Cl)c(Cl)c2C1=O (stereo unspecified) | -6%
CC(C)(C)CC(C)(C)n1nnnc1N | -1%
CCc1ccc(N(C(=O)c2ccco2)C(C(=O)NC2CCCC2)c2ccco2)cc1 (stereo unspecified) | 1%
CC(C)(C)OC(=O)N1CCCC(C(=O)Nc2ccc(C(=O)NCCc3ccccc3)cc2)C1 (stereo unspecified) | 8%
Cc1ccc(NC(=O)COC(=O)c2ccccc2OCC(=O)Nc2ccc(Br)cc2)c(C)c1 | 10%
CCOC(=O)C1(C(=O)OCC)COC(=O)C2(CC)OC21 (stereo unspecified) | 1%
CN(c1ccccc1)S(=O)(=O)c1cc(C(=O)Nc2ccccc2N2CCOCC2)ccc1Cl | 6%
Cc1ccc(SC[C@H](C)CN2CC[C@H](O)CCC2=O)cc1 | 23%

Retrieved by compound from above, two records:
SMILES | FEN1 inhibitor
CCOC(=O)C1(C(=O)OCC)COC(=O)C2(CC)OC21 (stereo unspecified) | 1%
COc1cc2nc(N3CCCN(C)CC3)nc(NC3CCCCC3)c2cc1OC | ?

The listing continues.
SMILES | FEN1 inhibitor
CC(CCc1ccccc1)NC(=O)CCC1CCCC1 (stereo unspecified) | 12%
CC(C)CN1CC(C)C(=O)N(c2ccccc2)C1=S (stereo unspecified) | 4%
CCCCn1c(SCC#N)nc2ccccc2c1=O | -18%
Cc1ccccc1NC(=O)c1cc(-c2ccco2)nc2ccccc12 | -23%
C=CCn1ccc(=O)nc1SC | 17%
CCOC(=O)/C=C1\SCC(=O)N1CC(O)CN1C(=O)CS/C1=C/C(=O)OCC (stereo unspecified) | 9%
CC1CCCCN1C(=O)c1cnn2c1NC(=C1CC1)C=C2C(F)F (stereo unspecified) | -15%
CC(NCCN(C)C)C1CCC2C3CCc4cc(O)ccc4C3CCC12C (stereo unspecified) | 0%
COC(=O)CNC(=O)CSc1nc2sc(-c3ccccc3)cc2c(=O)n1-c1ccccc1 | -18%
C=CCn1c(=O)[nH]c(=O)c2c(N)c(C(=O)c3ccc(OC)cc3)sc21 | 8%
COc1cc(/C=C/c2ccnc3ccccc23)ccc1N(C)C | ?
Cc1nc2nc(C)n(CCN3CCOCC3)c(=O)c2c(-c2cccc([N+](=O)[O-])c2)c1C(=O)CCCCCCCCCCN1CCC(c2ccccc2)(c2ccccc2)CC1 | -9%
O=C(NC1CCCCC1c1ccccc1)c1ccccc1 (stereo unspecified) | -3%
CCCN1CCC(=O)NC1=S | 9%
CCOC(=O)c1oc2cc(O)cc(O)c2c(=O)c1OCc1ccccc1 | 10%
Cc1ccc(S(=O)(=O)C(NC(=O)c2ccccc2)=C(Cl)Cl)cc1 | -1%
Nc1ccc(CCc2ccccn2)cc1 | 28%
CCOC(=O)c1ccc(NC(=O)C2CC3CCC2C3)cc1 (stereo unspecified) | -3%
FC(F)(F)C(F)(F)C(F)(F)c1nc2ccccc2[nH]1 | 24%
CC(C)(C)n1ncc2c(=O)n(Cc3cccc(OC(F)F)c3)cnc21 | -1%
Cc1ccc2cc(C#N)c(N3CCCN(S(=O)(=O)c4ccccc4)CC3)nc2c1C | -8%
C[C@@H]1[C@H](c2ccccc2)OCCS(=O)(=O)N1Cc1ccccc1F | -27%
Cc1ccc(C)c(S(=O)(=O)N(C)c2ccc(OC(=O)C3CCN(C(=O)Nc4ccccc4)CC3)cc2)c1 | -10%
Cc1cc(=O)oc2cc(O)cc(OCc3ccccc3)c12 | -4%
CCOC(=O)c1c(SCCN2CCCCC2)n(-c2ccccc2)c(=S)n(-c2ccccc2)c1=O | 7%
CC(=O)NC(Cc1ccc(Cl)cc1)C(=O)NCC(N)C(=O)c1ccccc1 (stereo unspecified) | 12%
O=S(=O)(Nc1c(Br)cc(Br)c2cccnc12)C1CC1 | ?
c1cc2c(cc1Cc1cncc(Cc3ccc4c(c3)OCO4)c1)OCO2 | -11%
Cc1ccc(CC2(OCCN(C)C)CCC(C(C)(C)C)CC2)cc1 (stereo unspecified) | -4%
O=c1ccc(Cl)nn1-c1ccccc1 | 12%
CN(CC(=O)Nc1ccccc1Br)C(=O)c1ccccc1Sc1ccccc1C#N | -13%

Source: PubChem

The list is partial; count on the stated rates, not on these rows.
